Giardia kill = kills Giardia lamblia | 340,000 tested, 0.15% active | Giardia lamblia trophozoite viability | activity change, % at 7.66 µM, hits read low; in the data active = activity change below about -80%; inconclusive = between about -30% and that limit;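 also: parasites exposed to compound for two days anaerobically before the ATP read; % is scaled to controls: 0 for no effect and ±100 for the full control effect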
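Luminescent ATP signal served as the viability read-out, measured 15-30 min after adding ATP detection reagent to trophozoites that had been incubated with compounds for 48 hrs at 37 deg C anaerobically at 100 cells/well.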
Tb PFK block = inhibitors of T. brucei phosphofructokinase; T. brucei PFK, ADP-Glo luminescence; 330,000 tested, 0.17% active; Potency, µM (series often up to 57.5 µM), for inactives: at the top dose activity, negative = inhibition, usual class: inhibitors; AID 485367; O15648;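 also: potency is read from the fitted curve at half-maximal effect; 0% = uninhibited 1x PFK enzyme wells and -100% = no-enzyme wells; nearly all actives have a fitted effect of over 60% in size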
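1.25 nM PFK with 0.5 mM F6P and 0.1 mM ATP in 0.1 M TEA pH 8.0, 5 mM MgCl2, incubated 45 min at room temperature; ADP measured by ADP-Glo luminescence; compounds titrated up to 57 uM.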
PKM2 activator = increases activity of human pyruvate kinase M2; purified PKM2, Kinase-Glo ATP luminescence, activation; response scale: 0% is enzyme alone, no compound; 260,000 tested, 0.34% active; P14618; AID 1631; Potency, µM (titrated, usually from 57.5 µM), inactives show at the highest dose activation, hits mostly activators; also: potency is read from the fitted curve at half-maximal effect; % is scaled to controls: 0 for no effect and ±100 for the full control effect; nearly all actives have a fitted effect of over 55% in size
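ATP formation by purified human PK-M2, quantified via coupled luciferase luminescence after 1 h at room temperature with 0.1 mM ADP and 0.5 mM PEP final.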
GALK inhibitor = galactokinase (human) inhibition; P51570; Purified GALK, Kinase-Glo residual ATP luminescence; Potency, µM (doses to about 57.5 µM), without a hit: top-dose activity change, negative = inhibition, most hits filed as inhibitors; 270,000 tested, 0.007% active; also: potency is read from the fitted curve at half-maximal effect; % is scaled to controls: 0 for no effect and ±100 for the full control effect
Target sequence (P51570 whole entry, looked up): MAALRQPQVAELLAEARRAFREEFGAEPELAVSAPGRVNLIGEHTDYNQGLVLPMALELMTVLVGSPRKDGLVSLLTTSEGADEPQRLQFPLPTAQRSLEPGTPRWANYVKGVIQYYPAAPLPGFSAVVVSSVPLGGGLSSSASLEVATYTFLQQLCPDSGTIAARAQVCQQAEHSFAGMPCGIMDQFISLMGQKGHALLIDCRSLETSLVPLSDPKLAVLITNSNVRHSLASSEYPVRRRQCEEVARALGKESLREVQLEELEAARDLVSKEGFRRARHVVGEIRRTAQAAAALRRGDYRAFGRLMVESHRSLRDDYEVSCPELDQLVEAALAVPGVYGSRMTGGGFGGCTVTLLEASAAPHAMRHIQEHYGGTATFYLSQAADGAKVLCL
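Kinase-Glo Plus luminescence measured ATP left after a 1 h room-temperature reaction. The reaction used 5 nM GALK, 100 uM galactose and 35 uM ATP at pH 8.0 (20 mM HEPES, 5 mM MgCl2, 60 mM NaCl, 1 mM DTT, 0.01% BSA).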
FBPA coupling cs = coupling enzyme interference in Giardia aldolase counter-screen | coupling enzyme system counterscreen, AmpLite Red fluorescence | activity change, negative = inhibition, % at 58.2 µM, hits read low | 290,000 tested, 0.67% active; in the data active = activity change below about -30%; also: % is scaled to controls: 0 for no effect and ±100 for the full control effect
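Activity here indicates interference with the coupling reaction, not aldolase inhibition. Compounds at 57.5 uM final met coupling enzymes for 10 min at RT; substrate and AmpLite Red detection followed, with a 525/598 nm fluorescence read after 20 min.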
BCR signal inh = blocks chronic active B-cell receptor signaling | 340,000 tested, 0.05% active | Potency, µM (top dose mostly 46.1 µM), for inactives: top-dose ratio change, negative = lower green/red ratio, actives largely listed as inhibitors | AID 493014 | ABC-DLBCL IkBa-CBG/CBR reporter, luminescence ratio, 4 h; active = well fitted inhibition curve with a large enough effect in the signal ratio, with a control signal flat, not every such curve was filed as active; inconclusive = small, poorly fitted or top-dose-only effect, or effect the other way, or a change in a side signal; the % refers to the signal ratio;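 also: potency is read from the fitted curve at half-maximal effect; plate controls were basal doxycycline-induced cells for no effect and cells given 10 µM MG132 for full effect; MG132 reads +100%, hits lower the ratio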
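TMD8 human ABC-DLBCL cells with doxycycline-inducible IκBα–green luciferase fusion and unfused red luciferase, in 0.5% FBS medium; compounds up to 46 uM, 4 h at 37C. Green/red luminescence ratio, filter-overlap corrected, fitted to concentration-response curves.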
TSG101-PTAP inh = blocks PTAP/TSG101 interaction to inhibit HIV-1 budding; Potency, µM (titrated, usually from 115 µM), without a hit: at the top dose activity change, negative = inhibition, most hits filed as inhibitors; Fluorescence polarization, FITC-PTAP peptide / Tsg101 binding; 340,000 tested, under 10 active; active = well fitted inhibition curve with a large enough effect in the main read-out, with a control signal flat, not every such curve was filed as active; inconclusive = small, poorly fitted or top-dose-only effect, or effect the other way, or a change in a side signal; inactive = no such curve, though single readings can be large or run the other way; also: potency is read from the fitted curve at half-maximal effect; % of control where 0% means no effect
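Fluorescence polarization binding of Tsg101 binding domain (10 uM final) to FITC-labeled PTAP peptide (50 nM final) in HEPES pH 7.5 buffer with NaCl, Tween 20, EDTA, TCEP. Compounds added before peptide; binding 20 min at RT.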
S-ASM inh = human S-ASM enzyme inhibition | P17405 | placental ASM, HMU-PC fluorogenic substrate, 60 min | Potency, µM (top dose mostly 57.5 µM), without a hit: top-dose activity change, negative = inhibition, hits mostly inhibitors | 340,000 tested, 0.006% active | AID 504937; also: potency is read from the fitted curve at half-maximal effect
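Steps: dispense placental human ASM, pin compound, wait 10 min at room temperature, add HMU-PC0 substrate at 9 uM final, incubate 60 min at 37 °C, add stop solution raising pH to 10, read fluorescence.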
a7 integrin act = activates integrin-mediated alleviation for muscular dystrophy. alpha7betagal myoblasts, beta-gal FDG fluorescence, 48 h. Potency, µM (highest dose often 38.3 µM), for inactives: top-dose activation, most hits filed as activators. 350,000 tested, 0.064% active;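 also: potency is read from the fitted curve at half-maximal effect; 100% = response of the positive control SU9516; nearly all actives have a fitted effect of over 60% in size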
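alpha7betagal+/- myoblasts (passage 13, 250/well) treated 48 h at 37C with compounds at 1:260 dilution of DMSO stock. Lysed, then beta-galactosidase activity read as FDG fluorescence (ex 480/em 540) after 30 min, with pre-read for autofluorescence.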
Menin-MLL TR inh = inhibitors of human menin-MLL interaction, mutant MLL peptide | O00255 | Menin + Texas Red MLL mutant peptide, fluorescence polarization | Potency, µM (top dose mostly 61.6 µM), for the others: at the top dose FP activity change, negative = inhibition, actives largely listed as inhibitors | 270,000 tested, 0.23% active; active = well fitted inhibition curve with a large enough effect in the polarisation, with a control signal flat, not every such curve was filed as active; inconclusive = small, poorly fitted or top-dose-only effect, or effect the other way, or a change in a side signal; inactive = no such curve, though single readings can be large or run the other way; the % refers to the polarisation; also: potency is read from the fitted curve at half-maximal effect; % of control where 0% means no effect; many of its hits are not listed in these tables
Target sequence (O00255 whole entry, looked up): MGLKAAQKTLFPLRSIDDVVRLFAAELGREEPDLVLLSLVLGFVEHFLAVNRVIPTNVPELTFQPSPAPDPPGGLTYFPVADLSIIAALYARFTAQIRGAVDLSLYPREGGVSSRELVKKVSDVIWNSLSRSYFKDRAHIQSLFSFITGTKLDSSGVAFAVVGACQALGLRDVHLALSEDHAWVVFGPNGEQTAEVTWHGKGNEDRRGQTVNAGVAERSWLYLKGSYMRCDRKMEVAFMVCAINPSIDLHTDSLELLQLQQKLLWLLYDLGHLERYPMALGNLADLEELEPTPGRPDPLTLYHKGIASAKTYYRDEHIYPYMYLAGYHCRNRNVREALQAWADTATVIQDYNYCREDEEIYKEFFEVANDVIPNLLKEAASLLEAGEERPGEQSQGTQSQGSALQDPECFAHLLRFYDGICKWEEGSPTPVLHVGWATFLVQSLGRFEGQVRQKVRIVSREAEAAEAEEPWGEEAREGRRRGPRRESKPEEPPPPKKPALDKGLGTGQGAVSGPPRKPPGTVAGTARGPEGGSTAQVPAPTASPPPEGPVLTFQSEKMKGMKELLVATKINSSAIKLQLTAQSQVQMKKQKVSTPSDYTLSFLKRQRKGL
B2AR arrestin = beta2AR (human) beta-arrestin recruitment activity; P07550; beta-arrestin recruitment to beta2AR, cell-based reporter; Potency, µM (doses to about 46.1 µM), for the others: top-dose activation, most hits filed as activators; 330,000 tested, 0.02% active;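 also: potency is read from the fitted curve at half-maximal effect; 0% = DMSO controls and full agonism = EC100 isoproterenol or metaproterenol; nearly all actives have a fitted effect of over 65% in size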
Numbers without * were called inactive; ? = inconclusive; · = not tested or not shown; [ ] = dose if it differs, or a comment. Unless noted, calls follow the shape of the dose curve; as a rule, active = well fitted curve in the direction sought with a large enough effect; inconclusive = small, poorly fitted or top-dose-only effect, or another doubt; inactive = no such curve, though single readings can be large; an effect the other way counts as inactive or inconclusive.

SMILES	Giardia kill	Tb PFK block	PKM2 activator	GALK inhibitor	FBPA coupling cs	BCR signal inh	TSG101-PTAP inh	S-ASM inh	a7 integrin act	Menin-MLL TR inh	B2AR arrestin
COc1ccc(CN(C(=O)c2snc(C(N)=O)c2N)C(C(=O)NC(C)(C)C)c2ccco2)cc1 (stereo not drawn)	20	-1%	-3%	7%	1	-2%	-8%	263%[activator]	21%	-7%	-0.4%
C=CCn1c(-c2cccn(Cc3cccc(Cl)c3)c2=O)n[nH]c1=S	-15	10%	9%	2%	2	-6%	-6%	-2%	13%	13%	-0.3%
COc1ccccc1C(=O)NCCNC(=O)c1ccc(C)nc1	-10	1%	-2%	-2%	-1	-4%	0%	-3%	11%	5%	-0.5%
CS(=O)(=O)c1cnc2c(-c3ccsc3)cnn2c1N	5	-11%	19%	1%	0	?	1%	1%	15%	14%	0.5%
NC(=S)N/N=C1\CCSc2ccc(Cl)cc21	31[activator]	1%	2%	5%	1	?	0%	4%	1%	·	5.7%
CC(=O)c1cc2cc(O)ccc2o1	3	6%	-3%	0%	3	2%	0%	·	-1%	14%	-0.4%
O=C(CNC(=O)c1ccc(OC(F)F)cc1)NCC1(N2CCOCC2)CCCCC1	-19	0%	·	·	·	2%	-2%	8%	21%	·	0.4%
CNC(=O)N(O)C1N(/N=C/c2cccnc2)C(=S)SC1(C)C (stereo not drawn)	1	1%	0%	-2%	2	?	0%	6%	27%	·	3.2%
Cc1cc(-c2ccc(C(C)C)c(S(=O)(=O)N3CCN(c4ccccc4)CC3)c2)on1	-12	2%	0%[0.46 µM]	-2%	-5	?	-3%	-10%	-21%	20%	-0.8%
O=C1CC(=O)Nc2cc(S(=O)(=O)NCc3cccs3)ccc2N1	1	0%	·	0%	·	2%	0%	-1%	-19%	·	0.1%
O=S(=O)(NC1CCCCCC1)c1cccc2cccnc12	-4	-3%	-2%	0%	1	2%	-1%	-3%	6%	-2%	0.0%
O=C(CCC1CCCCC1)Nc1cccnc1	-27	0%	-7%	4%	2	-16%	-6%	4%	7%	1%	0.2%
CCOc1ccc(NC(=O)CCCNC(=O)Cn2cnc3sc(C)c(C)c3c2=O)cc1	12	-4%	-5%	14%	8	-1%	2%	-21%	-26%	12%	-0.1%
COc1ccc(N2CCN(C(=S)Nc3cc(C)cc(C)c3)CC2)cc1	21	3%	-5%	-2%	2	-7%	-2%	-1%	7%	·	-0.1%
COC(=O)C(NC(=O)c1ccc(F)cc1)(Nc1ncc(S(=O)(=O)c2ccc([N+](=O)[O-])cc2)s1)C(F)(F)F (stereo not drawn)	1	1%	15%	3%	-1	?	0%	-10%	-15%	?	-0.8%
CC1CCc2cc(F)cc3c(O)c(C(=O)NCC4CCCO4)c(=O)n1c23 (stereo not drawn)	12	5%	-5%	0%	-5	?	-4%	-1%	-16%	-2%	0.1%
O=C(O)c1ncc(-c2ccccc2)cn1	-10	3%	-7%	5%	1	-5%	·	3%	10%	-14%	0.2%
O=C(Nc1ccc2c(c1)CN(Cc1ccc(CO)o1)CC2)c1ccc(C(F)(F)F)cc1	-4	-3%	·	0%	·	10%	-2%	-1%	-16%	·	0.2%
CCOC(=O)c1nc(Nc2ccccc2CC)c2ccccc2n1	3	0%	·	1%	-3	-1%	-1%	-4%	?	5%	-1.0%
CN(C)S(=O)(=O)c1cccc(NC(=O)C2Cc3ccccc3CN2C(=O)c2ccccc2)c1 (stereo not drawn)	-17	1%	5%	2%	-15	4%	-1%	-7%	?	8%	-0.2%
O=C1CSC(c2cccc([N+](=O)[O-])c2)N1c1ccccc1 (stereo not drawn)	-3	-5%	3%	0%	-2	?	-3%	0%	9%	-4%	-0.1%
Nc1nc(-c2ccccc2)nn1C(=O)Cc1ccccc1	6	-13%	-1%	-2%	2	3%	-3%	-5%	22%	0%	-0.2%
Cn1c(SCC(=O)NC2CCCCCC2)nnc1-c1cccs1	3	0%	-4%	3%	-2	4%	0%	1%	5%	-14%	-0.7%
CSC(=NS(=O)(=O)c1ccc(C)cc1)SC	-2	1%	2%	5%	0	-14%	-4%	3%	2%	-1%	-0.2%
Cc1cccc(C(=O)NCC(=O)NNC(=O)c2ccccc2O)c1	4	18%	·	·	·	-24%	-5%	13%	-2%	·	-1.9%
COC(=O)c1c(NC(=O)Cn2nc(C(F)F)cc2C(F)F)sc(C)c1C	-15	-10%	-19%	4%	0	5%	-3%	-9%	-23%	27%	-0.4%
Cc1cccc(CSCc2ccc(C(=O)NC(C)C)o2)c1	28	1%	·	-5%	2	-1%	1%	2%	13%	-22%	-1.0%
CCOCCCNC(=O)C(c1ccc(OC)cc1)N(Cc1cccs1)C(=O)CNC(C)=O (stereo not drawn)	0	-3%	·	9%	3	3%	-2%	1%	-26%	0%	0.3%
CNC(=S)N/N=C/c1cn(CCOc2cccc(OC)c2)c2ccccc12	-16	0%	-16%	2%	-1	?	1%	?	-14%	?	-0.4%
Cc1cc(C(C)(C)C)cc(C)c1N	-3	6%	5%	2%	3	0%	0%	5%	0%	4%	-1.0%
Cc1cc(C)n(CCC(=O)N/N=C/c2ccccc2O)n1	0	?	0%	-1%	1	0%	-2%	·	-15%	-13%	-0.2%
CN1CCN(C(=O)c2cccn(Cc3c(Cl)cccc3Cl)c2=O)CC1	2	3%	·	2%	6	-5%	-4%	1%	-9%	-15%	-0.8%
CC(=O)CSc1nc2ccccc2o1	1	-4%	-1%	0%	4	4%	-3%	2%	15%	1%	-0.5%
CC(C(=O)Nc1ccc(S(=O)(=O)N2CCCCC2)cc1)N1CCN(c2ccccn2)CC1 (stereo not drawn)	·	3%	-12%	0%	1	7%	·	·	·	7%	-1.1%
Clc1ccc(-n2cc(COCc3ccccc3)nn2)cc1	-3	1%	2%	-1%	2	?	-2%	1%	-5%	2%	-0.4%
O=Cc1c(N2CCN(c3cccc(Cl)c3)CC2)nc2ccccn2c1=O	-14	-7%	5%	0%	0	-2%	-3%	-7%	-28%	1%	0.1%
CCc1ccc(N2CCN(C(=O)N3CCOCC3)CC2)cc1	-2	0%	-2%	7%	0	-1%	-5%	-3%	4%	-1%	-0.1%
Cc1c(C(=O)NC2CCCCC2)oc2c1C(=O)CC(C)(C)C2	-5	-1%	2%	-1%	-1	9%	-4%	-1%	-53%[inhibitor]	-1%	0.1%
CCCN(CC(=O)Nc1ccccc1OC)C(=O)c1cc(-c2ccccc2)nn1-c1ccccc1	4	-2%	·	·	·	7%	0%	-1%	0%	·	-0.8%
COc1ccc(-c2nc3c(c(SCC(=O)Nc4cccc(O)c4)n2)Cc2c(CO)cnc(C)c2O3)cc1	-8	-4%	·	-3%	-1	?	-2%	-25%	6%	?	0.2%
CN(C)c1ccc(NC(=O)CSc2n[nH]c(-c3ccco3)n2)cc1	10	-1%	-1%	-3%	0	16%	0%	-2%	-16%	19%	0.0%
COc1ccc(-n2c(CNC(=O)c3ccc(S(=O)(=O)N4CCCC4)cc3)n[nH]c2=S)cc1	-5	-17%	-8%	-2%	3	2%	-1%	5%	8%	-9%	-1.0%
CCCCC1(O)CC(C(F)(F)F)=NN1C(=O)COc1ccccc1 (stereo not drawn)	7	3%	-8%	-1%	-1	-1%	-8%	-1%	-5%	26%	-0.2%
CC(=O)Nc1ccc(NC(=O)C2CCCN2C(=O)NCc2ccccc2)cc1 (stereo not drawn)	13	1%	1%	14%	2	1%	-3%	0%	0%	-12%	-0.1%
CC(Sc1ccc(S(=O)(=O)N2CCN(C)CC2)cn1)C(=O)NC1(C#N)CCCCC1 (stereo not drawn)	27	?	·	·	·	-4%	0%	-2%	6%	·	-0.4%
Cc1ccc(-c2nn(-c3ccccc3)cc2C(=O)Nc2ccc(C)c(S(=O)(=O)N3CCOCC3)c2)cc1	-4	3%	-1%	1%	0	-16%	-3%	-7%	-38%[inhibitor]	28%	0.0%
CC(=O)N1CCN(S(=O)(=O)c2ccc(C)cc2)C1C (stereo not drawn)	-2	-4%	·	·	·	0%	-4%	0%	21%	·	-0.1%
CC(C)OC(=O)/C(=C\c1ccccc1)NC(=O)c1ccccc1	-13	0%	2%	-7%	2	0%	0%	12%	-11%	-15%	0.2%

The list is partial (hit frequency here may not be typical).
